GALK inh: inhibitors of human galactokinase | P51570 | Purified GALK, Kinase-Glo residual ATP luminescence | Potency, µM (top dose mostly 57.5 µM), inactives show at the top dose activity change, negative = inhibition, most hits filed as inhibitors | 270,000 tested, 0.007% active | AID 1868; further: potency means the concentration at half of the fitted maximal effect; on the % scale 0 is the no-effect control and ±100 the full control effect
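Galactose (100 uM) and ATP (35 uM) were turned over by 5 nM GALK for 1 h at RT. Kinase-Glo Plus then converted the remaining ATP into a luminescent signal.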
Giardia killer: Giardia lamblia killing | Giardia lamblia trophozoite viability | 340,000 tested, 0.15% active | activity change, % at 7.66 µM, hits read low | AID 540267; in the data active means activity change below about -80%; inconclusive means between about -30% and that limit;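 further: parasites exposed to compound for two days anaerobically before the ATP read; on the % scale 0 is the no-effect control and ±100 the full control effect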
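Anaerobic 48 hrs incubation at 37 deg C of 100 trophozoites/well with test compounds; ATPLite 1-Step luminescence, 15-30 min RT, reports cellular ATP as viability.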
Coupling enz: inhibits coupling enzyme system, counter-screen for aldolase hits. coupling enzyme system counterscreen, AmpLite Red fluorescence. activity change, negative = inhibition, % at 58.2 µM, hits read low. 290,000 tested, 0.67% active. AID 2472; in the data active means activity change below about -30%; further: on the % scale 0 is the no-effect control and ±100 the full control effect
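Counterscreen of the coupled detection system alone, without aldolase: glyceraldehyde-3-phosphate coupling enzymes plus AmpLite Red readout. Compounds at 57.5 uM final, 10 min RT preincubation, 20 min RT reaction, fluorescence 525/598 nm.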
Menin-MLL TR inh: displaces Texas Red mutant MLL peptide from human menin | O00255 | Menin + Texas Red MLL mutant peptide, fluorescence polarization | Potency, µM (titrated, usually from 61.6 µM), without a hit: at the highest dose FP activity change, negative = inhibition, most hits filed as inhibitors | 270,000 tested, 0.23% active | AID 1768; active means well fitted inhibition curve with a large enough effect in the polarisation, with a control signal flat, not every such curve was filed as active; inconclusive means small, poorly fitted or top-dose-only effect, or effect the other way, or a change in a side signal; inactive means no such curve, though single readings can be large or run the other way; the % refers to the polarisation; further: potency means the concentration at half of the fitted maximal effect; % of control where 0% means no effect; many of its hits are not listed in these tables
USP2a inh: USP2a (human) protease inhibition. O75604. USP2 core, Ub-CHOP2 coupled fluorogenic reporter, 485/531. Potency, µM (highest dose often 38.3 µM), for inactives: top-dose activity change, negative = inhibition, hits mostly inhibitors. 330,000 tested, 0.01% active. AID 463254;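 further: potency means the concentration at half of the fitted maximal effect; plate controls were DMSO wells for no effect and full inhibition by NEM control for full effect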
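Cell-free coupled assay: 10nM USP2 core preincubated 30min RT with compound in Tris-HCl pH 8.0/CaCl2/CHAPS buffer, then 25nM Ub-CHOP2 and 25nM reporter substrate; fluorescence (Ex 485/Em 531) read after 60min RT, normalized to NEM inhibition, concentration-response curves fitted.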
MLL CXXC-DNA inh: inhibitors of human MLL CXXC domain-DNA interaction; Q03164; MLL-CXXC / FITC-HOXA9 DNA fluorescence polarization; Potency, µM (titrated, usually from 115 µM), without a hit: at the highest dose activity change, negative = inhibition, most hits filed as inhibitors; 290,000 tested, 0.037% active; active means well fitted inhibition curve with a large enough effect in the polarisation, with a control signal flat, not every such curve was filed as active; inconclusive means small, poorly fitted or top-dose-only effect, or effect the other way, or a change in a side signal; inactive means no such curve, though single readings can be large or run the other way; the % refers to the polarisation; further: potency means the concentration at half of the fitted maximal effect
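Purified MLL-CXXC (added from a 7 uM solution) was preincubated 5 min at ambient with pinned compounds in 50 mM Tris-HCl pH 7.5, 50 mM NaCl, 1 mM DTT, 0.05% BSA. Fluorescein-labeled HOX-A9 DNA (50 nM solution) followed, 30 min, then polarization read.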
B2AR arrestin: recruits beta-arrestin to the human beta2-adrenergic receptor. Potency, µM (doses to about 46.1 µM), inactives show top-dose activation, actives largely listed as activators. beta-arrestin recruitment to beta2AR, cell-based reporter. 330,000 tested, 0.02% active. AID 492947;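 further: potency means the concentration at half of the fitted maximal effect; 0% = DMSO controls and full agonism = EC100 isoproterenol or metaproterenol; nearly all actives have a fitted effect of over 65% in size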
Target sequence (P07550 whole entry, looked up): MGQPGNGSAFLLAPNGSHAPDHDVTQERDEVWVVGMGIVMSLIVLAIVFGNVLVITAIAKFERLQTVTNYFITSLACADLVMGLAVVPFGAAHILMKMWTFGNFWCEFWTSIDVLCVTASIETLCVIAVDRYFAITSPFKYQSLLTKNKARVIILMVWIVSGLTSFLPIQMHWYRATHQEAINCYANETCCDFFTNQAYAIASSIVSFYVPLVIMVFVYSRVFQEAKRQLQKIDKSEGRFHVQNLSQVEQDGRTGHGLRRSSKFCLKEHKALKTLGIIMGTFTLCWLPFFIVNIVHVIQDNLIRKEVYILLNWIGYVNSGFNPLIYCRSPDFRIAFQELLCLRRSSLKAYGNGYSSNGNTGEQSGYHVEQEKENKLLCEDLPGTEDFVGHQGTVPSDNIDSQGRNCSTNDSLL
KCNH2 WT inh: blocks the wildtype human KCNH2 potassium channel; Q12809; U2OS, BacMam KCNH2, thallium flux FluxOr; hits give low values; activity change, % at 1.84 µM; 340,000 tested, 0.37% active; AID 720551;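 active means maximum activity change below -70%; inconclusive means maximum activity change between -70% and -50%; inactive means maximum activity change above -50%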; further: on the % scale 0 is the no-effect control and ±100 the full control effect
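U2OS cells transduced with wild-type KCNH2 virus are loaded with FluxOr dye for 45 min, and thallium flux is measured in kinetic reads before and after stimulation buffer. Rate constants are normalized to DMSO controls.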
TRPV1 agonist: agonists of human vanilloid receptor 1 (TRPV1); TRPV1-expressing cells, Fluo-8 calcium influx, agonist mode; activation, % at 8.33 µM; 320,000 tested, 0.19% active; AID 540275; in the data active means activation above about 80%; inconclusive means between about 30% and that limit; further: 0% is about no effect
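Fluo-8 calcium influx in TRPV1-expressing cells, kinetic read (ex 480/em 520 nm). Compound added and read 3 min for agonist activity, followed by capsaicin at EC20 final and 2 min further read for enhancement.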
KCNH2 3.1 inh: inhibitors of human KCNH2 3.1 potassium channel isoform; 340,000 tested, 0.95% active; activity change, % (tested at about 1.8 µM); U2OS KCNH2 3.1, thallium flux FluxOr; hits give low values;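 active means maximum activity change below -70%; inconclusive means maximum activity change from -70% to -50%; inactive means maximum activity change above -50%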;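 further: thallium influx rate constant from kinetic fluorescence after stimulation buffer; on the % scale 0 is the no-effect control and ±100 the full control effect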
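Measured as rate of thallium-driven FluxOr signal in transduced U2OS cells carrying the 3.1 channel, read kinetically for 2 min upon stimulation; values are rate constants scaled to DMSO control wells.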
PKM2 act: activators of human pyruvate kinase M2; P14618; purified PKM2, Kinase-Glo ATP luminescence, activation; response scale: 0% is enzyme alone, no compound; Potency, µM (doses to about 57.5 µM), without a hit: at the top dose activation, most hits filed as activators; 260,000 tested, 0.34% active; AID 1631; further: potency means the concentration at half of the fitted maximal effect; on the % scale 0 is the no-effect control and ±100 the full control effect; nearly all actives have a fitted effect of over 55% in size
Target sequence (P14618 whole entry, looked up): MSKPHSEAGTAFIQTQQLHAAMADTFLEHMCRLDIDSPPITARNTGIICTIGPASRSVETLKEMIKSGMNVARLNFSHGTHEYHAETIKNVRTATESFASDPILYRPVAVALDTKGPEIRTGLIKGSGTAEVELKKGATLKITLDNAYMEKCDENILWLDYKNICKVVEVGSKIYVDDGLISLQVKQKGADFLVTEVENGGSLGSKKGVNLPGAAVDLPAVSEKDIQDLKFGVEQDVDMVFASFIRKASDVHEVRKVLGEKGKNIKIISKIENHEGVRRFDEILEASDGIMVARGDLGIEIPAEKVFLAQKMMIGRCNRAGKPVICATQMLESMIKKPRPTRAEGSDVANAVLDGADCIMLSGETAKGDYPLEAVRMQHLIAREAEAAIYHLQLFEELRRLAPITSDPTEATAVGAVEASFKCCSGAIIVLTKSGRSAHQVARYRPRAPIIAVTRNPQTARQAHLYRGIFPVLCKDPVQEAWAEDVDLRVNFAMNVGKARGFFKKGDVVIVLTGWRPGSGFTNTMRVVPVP
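Purified hPK-M2 (>95% pure) converted ADP (0.1 mM final) to ATP with 0.5 mM PEP in 50 mM imidazole pH7.2, KCl, MgCl2, Tween 20, BSA; 1 h at room temperature. ATP detected by Kinase-Glo luminescence.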
* hit, by the source's call; ? = inconclusive; · = not tested or not shown; [ ] = remark or other dose. Unless noted, the call rests on the fitted dose curve; in most records, active means well fitted curve in the direction sought with a large enough effect; inconclusive means small, poorly fitted or top-dose-only effect, or another doubt; inactive means no such curve, though single readings can be large; an effect the other way counts as inactive or inconclusive. A portion of the library; rates above refer to the full screens.

SMILES	GALK inh	Giardia killer	Coupling enz	Menin-MLL TR inh	USP2a inh	MLL CXXC-DNA inh	B2AR arrestin	KCNH2 WT inh	TRPV1 agonist	KCNH2 3.1 inh	PKM2 act
CCN1C(=O)/C(=C/C=C2/Sc3ccccc3N2CCO)SC1=S	12%	-13	-6	?	16%	13%	-0.8%	-5	4	-7	-14%
COC1CCCN(Cc2c(C(=O)N3CCc4ccccc4C3)nc3ccc(Cl)cn23)C1 (stereo unspecified)	11%	-16	1	?	-1%	17%	-0.3%	-1	24	12	·
COc1nc(OC)nc(N2CCC(C(=O)NCc3ccc(F)cc3)CC2)n1	1%	-1	0	8%	-2%	-6%	-0.3%	50	-2	-18	-1%
O=C1N[C@@H](Cc2c[nH]c3ccccc23)COC(=O)[C@H](Cc2ccc(F)cc2)C/C=C\C[C@H]1CC(=O)N(CCO)Cc1ccccc1	·	-9	·	·	-4%	·	-2.9%	-7	·	-13	·
O=c1[nH]cnc2c1C1(CCCC1)Cc1ccccc1-2	1%	10	-9	13%	0%	15%	-0.3%	-1	0	10	-6%
Cc1cc(C)c2nc3s/c(=C/c4ccccc4)c(=O)n3c2c1	0%	·	5	12%	0%	6%	0.1%	·	-2	·	-21%
CCOc1ccccc1N1CCN(CC(=O)NC(=O)NCc2ccco2)CC1	8%	-13	2	-2%	1%	1%	0.0%	-7	0	-5	-2%
CCOc1ccc(NC(=O)c2ccc(N3CC4CC(C3)c3cccc(=O)n3C4)c(N)c2)cc1 (stereo unspecified)	0%	0	-2	7%	2%	0%	-0.2%	-13	-4	4	·
CCN1CCN(C(c2cc(OC)c(OC)c(OC)c2)c2nnnn2C(C)C)CC1 (stereo unspecified)	-1%	6	2	-13%	-2%	-1%	-0.3%	13	-1	18	-3%
COC1(OC)N=C(N)C2(C#N)C(c3ccc(C)cc3)C12C#N (stereo unspecified)	2%	21	0	-8%	-1%	-4%	0.6%	-3	1	6	-3%
CC(C)c1cc(C(=O)N2CCCC(Nc3ccc(F)cc3)C2)n[nH]1 (stereo unspecified)	3%	-20	0	-21%	1%	0%	-0.4%	3	-5	-1	1%
C=CC[C@H](CC(=O)N(CCO)Cc1ccccc1)C(=O)NC[C@H](OC(=O)[C@@H](CC=C)CC(=O)OC(C)(C)C)c1ccccc1	·	-3	·	·	5%	·	0.3%	1	·	2	·
Cc1c(Cl)cccc1N=C(N)N=C(N)N	0%	-16	1	4%	-1%	-3%	-0.4%	1	1	-12	-2%
C/C(O)=C(/C=Nc1ccccc1)C(=O)Nc1ccccc1	-1%	0	0	20%	0%	2%	0.1%	-9	26	3	4%
N#Cc1ccc(C(=O)NCC(c2ccco2)N2CCCCC2)cc1 (stereo unspecified)	-1%	?	3	-6%	2%	14%	0.1%	5	1	-11	1%
CC(Oc1ccc2ccc(=O)oc2c1)C(=O)NCC1CCC(C(=O)O)CC1 (stereo unspecified)	·	-12	1	-3%	3%	16%	3.4%	-5	-3	-2	-2%
Cc1ccc(N2C(=O)c3ccccc3NC2c2ccccc2O)cc1 (stereo unspecified)	5%	-20	-3	23%	-12%	9%	-0.1%	-16	-6	-14	·
CCCCC(C(=O)NC(C)(C)C)N(Cc1ccccc1Cl)C(=O)c1snc(C(N)=O)c1N (stereo unspecified)	0%	4	0	28%	0%	-3%	-0.6%	-3	29	-6	·
CCN(CC(=O)Nc1ccccc1C(F)(F)F)C(=O)Cn1c(=O)cnc2ccccc21	·	?	·	·	-1%	·	-3.2%	-2	-2	4	·
C=CCc1cc(Cl)ccc1OC(=O)Nc1cccc(Cl)c1	0%	-10	-2	·	1%	18%	-0.3%	-1	7	-4	0%

Reprinted from the part before: six compounds; new compounds follow.
SMILES	GALK inh	Giardia killer	Coupling enz	Menin-MLL TR inh	USP2a inh	MLL CXXC-DNA inh	B2AR arrestin	KCNH2 WT inh	TRPV1 agonist	KCNH2 3.1 inh	PKM2 act
N#Cc1ccc(C(=O)NCC(c2ccco2)N2CCCCC2)cc1 (stereo unspecified)	-1%	?	3	-6%	2%	14%	0.1%	5	1	-11	1%
CC(Oc1ccc2ccc(=O)oc2c1)C(=O)NCC1CCC(C(=O)O)CC1 (stereo unspecified)	·	-12	1	-3%	3%	16%	3.4%	-5	-3	-2	-2%
Cc1ccc(N2C(=O)c3ccccc3NC2c2ccccc2O)cc1 (stereo unspecified)	5%	-20	-3	23%	-12%	9%	-0.1%	-16	-6	-14	·
CCCCC(C(=O)NC(C)(C)C)N(Cc1ccccc1Cl)C(=O)c1snc(C(N)=O)c1N (stereo unspecified)	0%	4	0	28%	0%	-3%	-0.6%	-3	29	-6	·
CCN(CC(=O)Nc1ccccc1C(F)(F)F)C(=O)Cn1c(=O)cnc2ccccc21	·	?	·	·	-1%	·	-3.2%	-2	-2	4	·
C=CCc1cc(Cl)ccc1OC(=O)Nc1cccc(Cl)c1	0%	-10	-2	·	1%	18%	-0.3%	-1	7	-4	0%
O=C(Cc1ccccc1F)Nc1cc(Cl)ccc1N1CCCC1	-1%	4	-1	·	0%	42%[activator]	0.0%	2	18	-3	·
COc1ccccc1N1CCN(Cc2cc(Br)c(O)c3ncccc23)CC1	-1%	0	-16	9%	-2%	-7%	-0.2%	-6	2	-2	-11%
O=C1c2[nH]nc(-c3ccccc3O)c2C(c2cccc(Cl)c2)N1CC1CCCO1 (stereo unspecified)	-3%	2	2	7%	3%	13%	1.0%	-137*	11	-191*	1%
CCc1nnc(NC(=O)CCC(=O)NCC2CCCO2)s1 (stereo unspecified)	-2%	-3	1	-20%	-3%	5%	-0.2%	3	-1	12	-9%
O=C(NCc1ccccc1F)c1cccs1	5%	11	2	1%	3%	6%	-0.4%	-14	-1	18	-3%
O=C(O)c1cn(Cc2ccccc2)c2ccccc2c1=O	1%	8	0	3%	5%	-5%	14%	-11	1	-5	3%
COc1cccc(NC(=O)CSc2ccccn2)c1	11%	-2	1	-1%	-1%	-7%	-0.4%	-12	2	10	?
Cc1cccc(C(=O)OCC(=O)c2ccc3c(c2)OCO3)c1O	7%	-5	-1	?	2%	22%	-0.6%	-2	17	13	-19%
Cc1ccc(S(=O)(=O)Nc2ccc3c(c2)CC(=O)N([C@H](C)CO)C[C@@H](C)[C@H](CN(C)Cc2ccc(-c4ccccc4)cc2)O3)cc1	·	-13	·	·	0%	·	0.1%	-5	·	-22	·
CN(C)C(=O)Cn1c(SCC(=O)NC2CCCCC2)nc2ccccc21	1%	-5	1	0%	0%	2%	0.1%	9	-3	-2	3%
CCN1C(=O)/C(=C2/Sc3ccccc3N2CC)SC1=S	1%	-9	6	0%	4%	?	0.5%	-2	-1	5	3%
CCn1c(NC(=O)c2ccccc2)nc2ccccc21	4%	-28	-3	·	0%	-13%	0.0%	0	8	-2	-1%
CCOC(=O)C1=C(C)NC(SC(C)=O)=NC1c1ccc(OC(C)=O)c(OC)c1 (stereo unspecified)	5%	43[activator]	0	9%	·	-6%	·	1	-1	-2	0%
N#Cc1ccccc1NC(=S)NC(=O)c1cccnc1	4%	-4	1	9%	-1%	-2%	0.2%	7	-2	-6	-8%
O=C(NN1C(=O)c2ccccc2NC1c1cccnc1)c1ccccc1 (stereo unspecified)	-1%	13	2	1%	-1%	-6%	-0.2%	3	-6	10	12%
CCOc1cc(CN2CCN(c3ncccn3)CC2)ccc1OC	5%	-6	-3	-16%	-6%	-8%	0.3%	47	-8	3	-1%
O=C(O)CC(SCc1ccc(C(=O)O)o1)C(=O)O (stereo unspecified)	-5%	4	3	18%	0%	-6%	0.0%	-11	1	11	0%
COc1ccc(C(=O)Nc2ccnn2C2CCN(CC3CC=CCC3)CC2)cc1 (stereo unspecified)	-5%	12	·	·	-3%	24%	0.0%	4	2	10	-6%
COc1ccc(C(=O)n2c(-c3ccco3)nc3ccccc32)cc1	1%	-22	-15	8%	0%	11%	-0.1%	25	6	6	16%

Bioassay records: PubChem, National Center for Advancing Translational Sciences (NCATS)
